TCR act – activators of T cell receptors | primary human leukocytes, anti-CD3, IL-2 HTRF, 48 h | AID 504894 | Potency, µM (top dose mostly 9.22 µM), inactives show at the highest dose activation of IL-2 secretion, usual class: activators | 330,000 tested, under 10 active; also: % of control where 0% means no effect
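HTRF read-out of IL-2 secretion: europium cryptate donor excited at 320nm, d2 acceptor emission at 665nm. Cells were primary human leukocytes incubated 48 hr with compounds and a-CD3 beads, supplying TCR signal only.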
BRCA1 expr act – BRCA1 expression activation. MCF7-BRCA1-FFLuc reporter, luminescence, 48 h; response scale: scaled: vehicle 0%, 10 µM genistein 100%. Potency, µM (series often up to 46.1 µM), inactives show at the highest dose activation, most hits filed as activators. 380,000 tested, 1.1% active. AID 624202; also: potency is read from the fitted curve at half-maximal effect; nearly all actives have a fitted effect of over 80% in size; some results filed as inactive show a strong effect at the top dose
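MCF7-BRCA1-FFLuc, 2000 cells/well; 2 h attach, 37 °C/5% CO2; compound 48 h; luciferase substrate 15 min; luminescence end-point. Norm. to genistein 10 microM max activation and DMSO; concentration-response curves fitted.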
A-T KAP1 phos – potential ataxia-telangiectasia treatments restoring KAP-1 phosphorylation; Potency, µM (doses to about 57.5 µM), without a hit: top-dose activation, actives largely listed as activators; […] A-T fibroblasts, KAP-1 phosphorylation AlphaLISA; neocarzinostatin DNA damage 30 min before lysis; AID 485349; 320,000 tested, 0.19% active; also: potency is read from the fitted curve at half-maximal effect; % of control where 0% means no effect; nearly all actives have a fitted effect of over 45% in size
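ATM-like activity read as KAP-1 phosphorylation via AlphaLISA donor/acceptor antibody pairs after lysis and 6 hr at 25C. Cells were ATM-null patient fibroblasts ([…], hTERT), dosed 60 min, then exposed to the DSB inducer NCS for 30 min.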
Integrin act MD – activates integrin-mediated alleviation for muscular dystrophy; 350,000 tested, 0.064% active; AID 624291; Potency, µM (highest dose often 38.3 µM), for inactives: top-dose activation, actives largely listed as activators; alpha7betagal myoblasts, beta-gal FDG fluorescence, 48 h;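 also: potency is read from the fitted curve at half-maximal effect; 100% = response of the positive control SU9516; nearly all actives have a fitted effect of over 60% in size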
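Alpha7betagal+/- myoblasts (passage 13) were plated 16-24 hr, then exposed to compounds (1:260 dilution of DMSO stock) for 48 hours at 37C. After MPER lysis, β-galactosidase reporter activity was read as FDG fluorescence (ex 480/em 540) after 30 minutes.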
p53 reactivator – re-activators of mutant p53; H1299 p53-A138V BP100-luciferase reporter, luminescence, 24 h; AID 504706; Potency, µM (doses to about 92.2 µM), for inactives: at the highest dose activity change, positive = activation, actives largely listed as activators; 320,000 tested, 0.063% active; also: potency is read from the fitted curve at half-maximal effect; % of control where 0% means no effect; nearly all actives have a fitted effect of over 45% in size
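H1299 (p53-null), stable ts p53-A138V + BP100-Luc; 1000 cells/well, Opti-MEM/10% FBS; cpd 4 pt, 1:5; 24 h, 37 deg C, 5% CO2; detection reagent 10 min RT; luminescence.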
TSG101-PTAP inh – blocks PTAP/TSG101 interaction to inhibit HIV-1 budding | Q99816 | Fluorescence polarization, FITC-PTAP peptide / Tsg101 binding | Potency, µM (series often up to 115 µM), inactives show at the top dose activity change, negative = inhibition, actives largely listed as inhibitors | 340,000 tested, under 10 active | AID 493005; active = well fitted inhibition curve with a large enough effect in the main read-out, with a control signal flat, not every such curve was filed as active; inconclusive = small, poorly fitted or top-dose-only effect, or effect the other way, or a change in a side signal; inactive = no such curve, though single readings can be large or run the other way; also: potency is read from the fitted curve at half-maximal effect; % of control where 0% means no effect
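Fluorescence anisotropy tracks displacement of a FITC-tagged PTAP peptide (50 nM) from the Tsg101 binding domain (10 uM), following a 20 min room-temperature incubation at pH 7.5.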
TRPV1 ag – activates the human vanilloid receptor TRPV1. Q8NER1. TRPV1-expressing cells, Fluo-8 calcium influx, agonist mode. activation, % at 8.33 µM. 320,000 tested, 0.19% active; in the data active = activation above about 80%; inconclusive = between about 30% and that limit; also: 0% is about no effect
Target sequence (Q8NER1 whole entry, looked up): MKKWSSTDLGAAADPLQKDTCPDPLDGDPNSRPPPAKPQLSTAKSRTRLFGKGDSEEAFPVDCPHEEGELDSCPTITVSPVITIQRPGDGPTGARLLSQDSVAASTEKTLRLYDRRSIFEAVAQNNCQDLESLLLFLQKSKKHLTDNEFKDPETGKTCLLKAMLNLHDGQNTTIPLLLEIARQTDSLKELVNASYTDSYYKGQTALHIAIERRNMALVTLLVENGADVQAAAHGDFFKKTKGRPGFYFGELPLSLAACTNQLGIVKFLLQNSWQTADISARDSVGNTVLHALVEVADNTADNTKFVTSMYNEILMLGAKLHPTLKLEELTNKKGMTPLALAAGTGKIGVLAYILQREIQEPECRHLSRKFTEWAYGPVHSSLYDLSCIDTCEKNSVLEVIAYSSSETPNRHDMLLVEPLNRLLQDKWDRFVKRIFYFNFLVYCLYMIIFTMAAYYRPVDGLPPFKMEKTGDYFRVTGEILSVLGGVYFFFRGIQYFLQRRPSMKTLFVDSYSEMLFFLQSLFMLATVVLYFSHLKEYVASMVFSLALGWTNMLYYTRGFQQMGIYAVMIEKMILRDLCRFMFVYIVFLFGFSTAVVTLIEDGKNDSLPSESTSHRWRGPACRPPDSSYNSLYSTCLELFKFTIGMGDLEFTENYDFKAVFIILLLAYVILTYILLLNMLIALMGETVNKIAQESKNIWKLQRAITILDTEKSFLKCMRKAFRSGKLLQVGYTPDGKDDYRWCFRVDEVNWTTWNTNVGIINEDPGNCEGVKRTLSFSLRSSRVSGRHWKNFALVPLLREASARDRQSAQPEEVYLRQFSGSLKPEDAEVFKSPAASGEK
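TRPV1-expressing cells were cultured overnight at 35.5C and loaded with Fluo-8 calcium dye for 40 to 90 min at room temperature. After a 10 s baseline, compound was added and calcium influx was read kinetically for 3 min (ex 480/em 520 nm).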
ELG1 DNA repair – ELG1-dependent DNA repair inhibition; HEK293T ELG1-luciferase reporter, luminescence, 16 h; DNA damage induced by 5-fluorouridine; Potency, µM (titrated, usually from 46.1 µM), for inactives: top-dose activity change, negative = inhibition, actives largely listed as inhibitors; 330,000 tested, 2.3% active; AID 504467; also: potency is read from the fitted curve at half-maximal effect; % is scaled to controls: 0 for no effect and ±100 for the full control effect; nearly all actives have a fitted effect of over 55% in size
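HEK293T cells expressing luciferase-tagged ELG1 (2,000/well) received 5-Fluorouridine plus compound or DMSO for 16 hr at 37 °C. Luciferase was read by ONE-Glo luminescence after 30 min at room temperature.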
MLL CXXC-DNA inh – MLL CXXC-DNA interaction inhibition | Potency, µM (highest dose often 115 µM), for the others: at the highest dose activity change, negative = inhibition, hits mostly inhibitors | MLL-CXXC / FITC-HOXA9 DNA fluorescence polarization | Q03164 | 290,000 tested, 0.037% active | AID 2662; active = well fitted inhibition curve with a large enough effect in the polarisation, with a control signal flat, not every such curve was filed as active; inconclusive = small, poorly fitted or top-dose-only effect, or effect the other way, or a change in a side signal; inactive = no such curve, though single readings can be large or run the other way; the % refers to the polarisation; also: potency is read from the fitted curve at half-maximal effect
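Fluorescence polarization: 7 uM MLL-CXXC (stock) preincubated 5 min with compounds, then 50 nM fluorescein-HOX-A9 DNA (stock) added; 30 min ambient. Buffer 50 mM Tris-HCl pH 7.5, 50 mM NaCl, 1 mM DTT, 0.05% BSA.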
B2AR arrestin – beta2AR (human) beta-arrestin recruitment activity. P07550. beta-arrestin recruitment to beta2AR, cell-based reporter. Potency, µM (doses to about 46.1 µM), for inactives: at the highest dose activation, hits mostly activators. 330,000 tested, 0.02% active. AID 492947;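 also: potency is read from the fitted curve at half-maximal effect; 0% = DMSO controls and full agonism = EC100 isoproterenol or metaproterenol; nearly all actives have a fitted effect of over 65% in size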
* hit, by the source's call; u = inconclusive; x = not tested or not shown; [ ] = another dose, or the depositor's remark. Unless noted, calls follow the shape of the dose curve; as a rule, active = well fitted curve in the direction sought with a large enough effect; inconclusive = small, poorly fitted or top-dose-only effect, or another doubt; inactive = no such curve, though single readings can be large; an effect the other way counts as inactive or inconclusive.

SMILES	TCR act	BRCA1 expr act	A-T KAP1 phos	Integrin act MD	p53 reactivator	TSG101-PTAP inh	TRPV1 ag	ELG1 DNA repair	MLL CXXC-DNA inh	B2AR arrestin
COC(=O)c1cc(=O)nc2scc(C)n12	-0.3%	-6.5%	0.1%	-14.9%	8.2%	0.7%	-0.8	8.8%	0.5%	-0.7%
C[C@@H]1CN([C@H](C)CO)C(=O)c2cccc(NS(=O)(=O)c3cccs3)c2O[C@H]1CN(C)Cc1ccccc1	9.0%	-26.3%	3.9%	-2.1%	2.3%	0.1%	x	-1.0%	x	10.6%
COc1ccccc1N(CCOc1ccccc1)S(=O)(=O)c1ccccc1	-5.2%[46.1 µM]	-18.1%	10.9%	u	4.7%	0.4%	x	-19.8%	x	-0.3%
c1ccc(CCNc2nnnn2-c2ccccc2)cc1	-1.7%	29.2%	3.8%	7.5%	15.9%	1.3%	-7.4	7.2%	0.0%	-0.6%
O=C(CCNS(=O)(=O)c1ccc(Br)s1)NCc1ccc2c(c1)OCO2	-1.9%	-13.1%	-0.5%	-8.1%	5.5%	-1.6%	1.6	3.6%	2.3%	-0.3%
CCOc1ccc(NC(=O)CSc2ncnc3c2sc2ccccc23)cc1	-4.3%[46.1 µM]	2.9%	-2.7%	8.9%	5.7%	-4.5%	3.0	u	14.2%	0.2%
CC1=NN(C(=O)Cc2ccc([N+](=O)[O-])cc2)C(O)(c2ccccc2)C1 (configuration not stated)	5.8%	-1.7%	-2.6%	19.5%	-7.0%	-11.2%	1.0	1.9%	10.7%	-0.2%
CCCc1noc2c1C(c1ccoc1)C(C#N)=C(N)N2 (configuration not stated)	-1.5%	-29.4%	1.6%	7.6%	-19.9%	-3.9%	-1.5	26.4%	-4.6%	-0.6%
CCS(=O)(=O)N1CCC(C(=O)N2CCOCC2)CC1	-9.9%	12.5%	-3.1%	13.0%	6.4%	-7.8%	-6.6	13.5%	-6.3%	0.1%
CCOC(=O)c1[nH]cnc1N=Nc1c(O)ccc2ccccc12	-2.9%[46.1 µM]	-103.3%[inhibitor]	-1.2%	-20.4%	22.8%	-12.1%	0.4	13.5%	-1.3%	0.1%
Cc1ccc(S(=O)(=O)N2CCN(C(=O)CC(C)C)CC2)cc1	-5.4%	0.0%	-2.8%	-22.9%	3.9%	2.0%	8.0	u	-2.0%	-0.1%
CNc1snc(C)c1C(=O)OCC(=O)c1ccc(OC)c(F)c1	0.9%	-30.3%	1.2%	-47.4%[inhibitor]	-10.0%	-1.6%	24.2	-27.1%	x	-0.6%
CCN1CC(CN(C)Cc2nc(-c3ccco3)oc2C)CC1=O (configuration not stated)	2.5%	-13.5%	-2.7%	-7.9%	-3.1%	-1.5%	-1.7	u	-4.5%	-1.0%
Cc1ccccc1N1C(=O)C2C3CCC(O3)C2C1=O (configuration not stated)	1.1%	3.1%	-3.3%	7.0%	x	-0.7%	0.5	2.1%	-28.0%	-0.9%
CCOC(=O)Cn1nc(C)n(-c2cccc(Cl)c2)c1=O	-0.5%	4.0%	-13.0%	0.0%	-2.7%	-5.1%	0.5	4.4%	19.6%	-0.3%
Cc1ccc(CC(=O)O/N=C(\N)Cc2ccc([N+](=O)[O-])cc2)cc1	8.9%[46.1 µM]	3.5%	4.3%	19.1%	-1.2%	-2.9%	9.8	5.7%	0.9%	-0.8%
COc1ccc2c(c1)-c1c(ssc1=S)C(C)(C)N2C(=O)CSC1=NCCS1	x	-40.1%	-10.7%	-31.8%	-6.1%	-1.6%	9.3	u	2.8%	0.2%
COc1ccc(-c2cn(CCC(=O)NCc3ccc(C)cc3)c(-c3ccncc3)n2)cc1	0.7%	6.1%	12.7%	-12.1%	x	-2.8%	10.8	21.3%	-11.8%	-0.9%
Cc1ccc(SCC(=O)c2c(C)nc3ccccn23)cc1	1.0%	22.3%	10.0%	0.0%	-2.1%	-0.6%	-5.7	u	-7.3%	0.1%
Cc1ccc2c(c1)N(C(=O)CCC(=O)N1CCC(C(N)=O)CC1)CCO2	-2.8%	-7.8%	1.5%	-6.5%	11.3%	-11.1%	7.2	3.5%	x	0.1%
N#Cc1c(-c2ccccc2)cc(-c2ccccc2)nc1SCC(=O)NCC(=O)O	-2.2%	0.0%	-0.7%	8.9%	-2.0%	-3.4%	2.3	13.1%	-8.2%	-0.2%
N#Cc1c(-n2ccnc2)cccc1-n1ccnc1	-1.2%	-6.7%	1.6%	17.7%	-1.9%	-2.8%	-3.4	2.7%	4.1%	-2.0%
Cc1ccc(C)c(S(=O)(=O)N2CCCOC2CNC(=O)C(=O)NCCN2CCOCC2)c1 (configuration not stated)	-0.5%	-18.0%	4.0%	1.3%	-20.1%	-0.7%	-6.7	7.3%	-10.3%	0.1%
COc1ccccc1OCCCOc1c(Cl)cc(C)cc1Cl	-0.9%[46.1 µM]	-19.4%	22.8%	-10.6%	6.4%	0.2%	-4.9	13.0%	-0.5%	0.1%
COc1ccc(Cl)cc1N(CC(=O)Nc1ccccc1C(=O)N1CCCC1)S(C)(=O)=O	0.5%	-13.5%	2.2%	u	2.1%	-2.3%	-0.5	2.7%	1.3%	-0.5%
Cc1csc(SCC(=O)NC(C)c2ccc(F)cc2)n1 (configuration not stated)	3.2%	17.4%	5.7%	-3.0%	-0.4%	-11.6%	0.4	-5.2%	16.6%	0.1%
O=C(Nc1ccccc1Cl)c1cc(=O)c2ccccc2o1	-4.9%	46.5%	9.0%	29.1%	u	-3.0%	12.8	u	-18.6%	-1.2%
O=C(CC1C(=O)NCCN1Cc1ccc(-c2ccccc2)cc1)NCC1CCOCC1 (configuration not stated)	5.4%	-8.8%	-1.0%	-15.6%	-3.0%	-3.5%	2.7	-14.8%	-0.4%	0.1%
Cc1nn(C2CCS(=O)(=O)C2)c(Cl)c1/C=C/C(=O)OCC(=O)c1c[nH]c2ccccc12 (configuration not stated)	-2.5%[46.1 µM]	-25.7%	-0.5%	2.3%	-16.0%	-1.8%	-3.8	u	4.5%	-0.7%
Cc1ccc(CS(=O)(=O)CCC(=O)NCCN(C)Cc2ccccc2)cc1	-4.5%	0.4%	x	-7.8%	x	-2.5%	6.8	x	-4.7%	x
Cc1ccc(S(=O)(=O)NN/C(=N/S(=O)(=O)c2ccccc2)c2ccccc2)cc1	8.4%	19.5%	2.2%	11.3%	0.3%	0.6%	2.3	0.9%	31.1%[activator]	-0.3%
COc1ccc(C)cc1NC(=O)c1ccc(OCc2c(C)noc2C)cc1	2.3%	1.4%	11.4%	22.5%	-7.5%	-15.3%	x	u	x	-0.4%
O=c1c2ccccc2nc(CSc2ncnc3nc[nH]c23)n1-c1cccc(C(F)(F)F)c1	4.5%	-8.1%	-4.0%	9.1%	-0.2%	-1.0%	7.4	u	-5.5%	-0.3%
O=C(NC(C(=O)c1ccccc1)n1c(=O)cc[nH]c1=S)c1ccccc1 (configuration not stated)	7.0%[46.1 µM]	65.5%	-0.7%	-42.2%	u	1.1%	1.0	u	-6.7%	0.3%
O=C1NC(Cc2ccccc2)C(=O)N1Cc1ccccc1 (configuration not stated)	-3.3%	-0.9%	x	19.8%	x	-8.7%	x	x	x	x
O=C(COc1ccccc1Cl)NNC(=O)c1ccc2nc[nH]c2c1	0.2%	-40.4%	0.9%	20.8%	-5.0%	2.5%	2.3	9.1%	x	-0.5%
O=C(Cn1c(=O)c2cccn2c2ccccc21)NCCCN1CCCCC1	-40.4%	8.4%	-3.6%	-13.1%	2.1%	-3.7%	2.7	3.2%	11.5%	0.0%
CCOCCCN(C)C1CCN(C(=O)c2oc3ccccc3c2NC(=O)COc2ccc(F)cc2)CC1	1.5%	14.4%	-10.3%	u	18.8%	-6.2%	-0.1	u	7.0%	0.0%
CCOc1ccc(N2C(=O)CC(N(CCc3ccc(OC)cc3)C(=O)c3cccc(F)c3)C2=O)cc1 (configuration not stated)	1.6%[46.1 µM]	-3.7%	1.3%	2.1%	-11.2%	-5.4%	3.4	u	1.4%	-0.4%
CC1(C)Cc2c(sc(NC(=O)C(=O)N3CCCC3)c2C(N)=O)CO1	1.5%	4.2%	-11.0%	10.4%	-11.0%	1.9%	1.4	5.8%	-2.2%	-0.1%
NC(N)=N/N=C(\N=Nc1ccccc1)c1ccc(Cl)cc1	-1.9%	41.5%	x	-54.1%[inhibitor]	x	-5.6%	x	x	x	x
CN(C)c1cc[n+](CC(=O)Nc2c(Cl)cc(Cl)cc2Cl)cc1	3.0%	-44.4%	-5.7%	6.5%	-11.6%	-5.4%	2.1	u	3.9%	0.0%
COc1ccc(NC(=O)CCS(=O)(=O)c2ccc3c(c2)CCCN3C(C)=O)cc1	3.1%	-19.6%	-3.3%	22.4%	-0.4%	-5.3%	-2.7	0.2%	7.4%	0.4%
CS(=O)(=O)c1nc(-c2ccc(Br)cc2)cc(-c2ccccc2)c1C#N	x	-88.2%	7.2%	-18.5%	-12.6%	1.4%	1.5	16.4µM*	42.8%[activator]	0.0%

The order is random. Share with any hit: about 3.8%.
